# NPY-Y1 antag: antagonists of human neuropeptide Y receptor Y1; P25929; HEK293-CNG Y1 cells, membrane potential fluorescence; NPY at EC95, then isoproterenol; inhibition, % at 3.6 µM; 1% of 200,000 active;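 active = inhibition above the campaign mean inhibition of all tested compounds plus 3 SD, cut at about 20% in these data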;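 also: 0% = DMSO wells given NPY plus isoproterenol and 100% = isoproterenol alone without NPY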
# Target sequence (P25929 whole entry, looked up): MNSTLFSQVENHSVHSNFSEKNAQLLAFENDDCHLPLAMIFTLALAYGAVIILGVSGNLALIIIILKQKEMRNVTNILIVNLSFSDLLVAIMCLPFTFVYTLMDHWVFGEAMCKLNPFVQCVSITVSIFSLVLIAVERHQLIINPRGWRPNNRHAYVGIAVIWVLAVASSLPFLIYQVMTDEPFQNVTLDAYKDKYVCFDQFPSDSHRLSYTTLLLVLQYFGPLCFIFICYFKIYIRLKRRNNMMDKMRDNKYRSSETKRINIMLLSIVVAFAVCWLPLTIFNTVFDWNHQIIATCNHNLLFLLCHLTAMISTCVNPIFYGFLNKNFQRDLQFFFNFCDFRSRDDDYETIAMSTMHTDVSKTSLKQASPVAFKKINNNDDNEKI
#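 Material: Y1- and CNG-channel-expressing HEK293 cells / Probe or stimulus: NPY 25 nM then isoproterenol 1 µM plus Ro 20-1724 25 µM / Doses: 3.6 µM single dose, DMSO 0.4% / Schedule: compound incubation 1 h at room temperature, readout 45 min post-stimulation / Signal: membrane potential fluorescence / Benchmarks: isoproterenol-only wells as full block versus NPY-plus-isoproterenol wells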
# TRPML3 agonist: agonists of human TRPML3 channel. 0.29% of 220,000 active. activation, % at 3 µM. Q8TDD5. HEK293 TRPML3-YFP, Fluo-8 calcium fluorescence; 100% = the carbachol control signal. AID 1448;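 active = activation above its plate's cutoff, the mean activation of the plate's test wells plus 3 SD, cut at about 12% in these data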;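 also: 0% = DMSO only wells and 100% = carbachol wells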
#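 system = HEK293 cells stably carrying human TRPML3-YFP | doses = one concentration, 3 µM nominal, 0.3% DMSO | timing = dye loading 1 h 37 °C then 30 min ambient, 125 s read | detection = Fluo-8 calcium dye fluorescence, ex 470-495, em 515-575 nm | benchmarks = high control carbachol 87 µM, low control DMSO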
# S1P4 ag: agonists of human S1P4 receptor. O95977. S1P4-expressing cell line, agonist reporter assay. activation, % at 4.98 µM. 0.35% of 220,000 active; in the data active = activation above about 11%;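 also: 0% = DMSO vehicle and 100% = reference agonist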
# NPY-Y1 PAM-ag: potentiators or agonists of human neuropeptide Y receptor Y1; P25929; 0.37% of 220,000 active; NPY-Y1 expressing cells, potentiator/agonist activation; activation, % at 3.6 µM; in the data active = activation above about 33%, passing the limit was not always enough;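 also: cells stimulated with NPY at EC10 then isoproterenol at EC100; 0% = low agonist plus stimulus and 100% = saturating agonist plus stimulus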
# TRPN1 ag: agonists of zebrafish TRPN1 channel | HEK293 zebrafish TRPN1-YFP, Fluo-8 calcium fluorescence; 100% = response to 87 µM carbachol | activation, % at 3 µM | 0.18% of 220,000 active | AID 1424;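 active = activation above its plate's cutoff, the mean activation of test wells on that plate plus 3 SD, cut at about 19% in these data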;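 also: 0% = DMSO alone and 100% = 87 µM carbachol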
#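 System: zebrafish TRPN1-YFP in HEK293 cells / Dosing: 3 µM single point / Timing: dye loading 1 h at 37 °C, then 30 min room temperature / Signal: Fluo-8 calcium fluorescence, excitation 470-495 nm, emission 515-575 nm / Read-out basis: percent activation from peak over basal fluorescence ratio, control-normalized / Control set: high carbachol 87 µM, low DMSO alone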
# CHOP inhibitor: inhibitors of CHOP induction in ER stress response. 3.8% of 220,000 active. AID 2732. inhibition, % at 10 µM. CHO-K1 CHOP-promoter luciferase, tunicamycin-induced, 15-18 h;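 active = compounds that reduced the stress-induced luciferase reporter signal by more than about 70% of percent inhibition, limit read from the data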;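 also: 0% = tunicamycin plus vehicle and 100% = wells without tunicamycin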
# EP2 mod: EP2 receptor (human) modulation. P43116. EP2-expressing cells, cAMP HTRF FRET, PGE2 co-stimulation. induction, % at 25 µM. 0.83% of 260,000 active. AID 940;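 active = compounds whose cAMP rise, as percent of the full-agonist control response, exceeds 60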;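 also: rat C6 glioma line stably carrying human EP2 under a CMV promoter; the protocol text gives 20 µM as final concentration; 100% = response of wells given 1 µM PGE2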
# NPY2 pot ag: potentiators or agonists of human neuropeptide Y receptor Y2; P49146; cells expressing NPY-Y2, potentiator/agonist read-out; 0.45% of 220,000 active; AID 1359; activation, % at 3.6 µM; in the data active = activation above about 27%;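 also: cells stimulated with NPY near EC25 plus isoproterenol at EC100; 0% = vehicle plus submaximal agonist and 100% = vehicle plus saturating agonist; some results beyond the cut were filed as inactive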
# Target sequence (P49146 whole entry, looked up): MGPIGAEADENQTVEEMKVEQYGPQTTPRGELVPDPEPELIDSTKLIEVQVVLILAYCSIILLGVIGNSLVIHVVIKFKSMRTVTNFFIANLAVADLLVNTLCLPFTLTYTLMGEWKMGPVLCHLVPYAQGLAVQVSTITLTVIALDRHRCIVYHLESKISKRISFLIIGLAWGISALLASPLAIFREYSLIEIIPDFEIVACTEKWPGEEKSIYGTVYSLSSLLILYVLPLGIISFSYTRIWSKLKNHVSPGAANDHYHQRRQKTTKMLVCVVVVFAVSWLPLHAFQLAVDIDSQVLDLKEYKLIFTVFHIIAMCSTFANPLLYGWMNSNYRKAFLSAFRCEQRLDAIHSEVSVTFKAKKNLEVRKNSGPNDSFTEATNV
# S1P4 antagonist: antagonists of human S1P4 receptor; inhibition, % at 4.98 µM; O95977; 0.26% of 220,000 active; AID 1510; S1P4-expressing cells, antagonist mode, reporter read-out; in the data active = inhibition above about 29%;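 also: 0% = wells stimulated with agonist and 100% = vehicle wells without agonist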
# * hit, by the source's call; . = not tested or not shown; & = joins results of further samples.
SMILES,NPY-Y1 antag,TRPML3 agonist,S1P4 ag,NPY-Y1 PAM-ag,TRPN1 ag,CHOP inhibitor,EP2 mod,NPY2 pot ag,S1P4 antagonist
O=C(CN1CCCCC1)NCC1(c2ccccc2)CCCC1,5,0.7,-0.1,9,-0.7,7,32,-5,-10
CC(C)CNC(=O)NC(=O)COC(=O)c1cc(F)cc(F)c1,-2,0.0,1.3,-3,0.5,12,21,7,-38
O=C(Nc1ccc(-n2nncc2-c2ccco2)cc1)c1cc2ccccc2oc1=O,0,0.7,-0.1,-4,-0.4,-12,5,-3,2
COc1ccc(N2C(=S)N=C(Nc3cccc(C)c3)C23CCCCC3)cc1,0,0.2,0.4,-6,0.1,-33,12,-19,-13
Cc1nc2ccccc2cc1C(=O)N/N=C/c1cccs1,1,1.0,-3.5,-15,1.0,14,11,-10,-10
CCCCNC(=O)C1CCN(C/C(C)=C/c2ccccc2)CC1,11,0.8,0.7,9,-1.5,12,-8,-2,-6
CCn1nc(NC(=O)c2cccs2)c2cc3ccccc3nc21,2,-0.8,0.3,10,-1.3,16,-36,13,-2
COc1ccccc1Cn1cnc2cccnc21,3,0.6,-0.6,3,1.3,-8,4,8,-16
O=C(/C=C/c1ccc([N+](=O)[O-])cc1)NCCc1ccccc1,1,-0.1,0.8,-7,-0.8,-5,-48,1,-10
Cc1cc(C)c(NC(=O)CN(c2ccccc2)S(=O)(=O)N(C)C)c(C)c1,9,0.0,-1.4,-5,-1.1,3,7,0,3
COc1cc(N/C(N)=N/c2nc(C)cc(C)n2)c(OC)cc1Cl,7,1.4,1.4,-8,1.5,32,-55,-6,1
O=C(O)c1ccccc1-c1ccccc1C(=O)Nc1cccc(Br)c1,.,1.1,0.9,0,-0.5,-9,-12,-13,-18
CCN(CC)c1ccc(NC(=O)COC(=O)CCC(=O)c2ccc(F)cc2)cc1,1,-0.1,0.5,14,-0.8,45,0,1,6
Cc1[nH]c2ccccc2c1C(c1ccccn1)c1c(C)[nH]c2ccccc12,-13,0.6,-2.7,10,-0.4,31,49,15,8
COc1ccc(CCNC(=O)C2CCCN(S(C)(=O)=O)C2)cc1OC (stereo not drawn),-2,1.2,2.1,10,2.8,-1,-9,4,14
Cc1cc(N2CCN(C)CC2)n2cc(-c3ccc(F)cc3)nc2n1,-2,0.1,-1.6,-18,1.6,-11,-22,1,-2
CCOC(=O)c1sc(C)c2c1NC(c1ccc(N(C)C)cc1)NC2=O (stereo not drawn),0,-0.7,-0.8,13,-1.5,67,32,5,-4
CN(C)S(=O)(=O)NCCNc1ccc(C(F)(F)F)cc1[N+](=O)[O-],5,1.0,4.4,7,3.2,11,-55,8,-10
COc1ccc(-c2cc(C(=O)Nc3c(C)nn(Cc4ccccc4)c3C)no2)cc1,-1,0.2,-1.6,6,1.1,76*,-31,8,-2
Nc1ncc(Br)cc1Br,2,0.5,2.5,-21,0.9,28,19,3,-18
CN(C)c1ccc(/C=C(\C#N)c2ccccn2)cc1,7,0.5,0.5,10,-0.1,67,-15,5,3
Cc1ccc(-c2ccc(/C=C(\C#N)C(N)=S)o2)c([N+](=O)[O-])c1,-6,-0.4,2.5,9,-3.0,6,-19,3,8
COC(=O)c1ccc(NC(=O)CSc2nnc(-c3ccncc3)n2C)cc1,-1,0.9,-1.1,12,1.3,9,7&13,-8,9
COCCNC(=O)Nc1ccc2nc(-c3cccs3)c(-c3cccs3)nc2c1,0,0.3,4.7,-6,-1.1,47,15,-1,5
Cn1cccc1/C=N/N1CCN(Cc2ccccc2)CC1,.,0.9,0.9,2,0.2,4,0,4,4
Cc1cc(Cn2ccnc2)c(C)cc1Cn1ccnc1,0,1.6,1.5,18,2.0,12,-3,4,2
Cc1ccc(/C=C/C(=O)Nc2nnc(SCc3ccc(C#N)cc3)s2)o1,4,0.9,0.2,6,1.3,-22,21,6,-5
Nc1nc2ccccc2n1/N=C/c1cccnc1,-5,-0.4,-1.1,-4,-0.2,8,-25,-6,-16
CC(=O)Oc1ccc(NC(=O)Cc2ccccc2)cc1,-2,1.2,2.9,-9,-0.6,-10,6,-4,-6
Oc1[nH]c2ccccc2c1C1=NCCCC1,-2,-0.3,-0.7,0,-1.4,2,-21,10,0
Clc1ccc(-c2nnc(C3CCCCC3)o2)cc1,5,0.3,-1.1,-1,-0.9,28,17,-2,-2
CC(=O)OCCCNc1cc(Sc2nc3ccccc3s2)c2nonc2c1[N+](=O)[O-],-3,0.9,-0.2,10,1.5,109*,-21,4,-19
Cc1cc(C(C#N)c2ccccc2)n2ncnc2n1 (stereo not drawn),5,0.2,1.8,-4,-0.7,17,-2,-10,-13
CC(=O)N1CCCc2cc(S(=O)(=O)NCc3ccc(C)cc3)ccc21,2,1.1,-0.1,8,-0.2,3,-34,5,-5
Nc1c(S(=O)(=O)c2ccccc2)c2nc3ccccc3nc2n1CCN1CCOCC1,-5,0.0,0.1,-6,-0.6,10,21,-10,5
Cn1c(-c2ccc3ccccc3n2)[n+](C)c2ccccc21,.,1.1,0.0,9,0.0,0,-17,1,-1

# Shown as labelled records: 4 of the compounds above.
> COc1ccc(CCNC(=O)C2CCCN(S(C)(=O)=O)C2)cc1OC (stereo not drawn)
- NPY-Y1 antag: -2
- TRPML3 agonist: 1.2
- S1P4 ag: 2.1
- NPY-Y1 PAM-ag: 10
- TRPN1 ag: 2.8
- CHOP inhibitor: -1
- EP2 mod: -9
- NPY2 pot ag: 4
- S1P4 antagonist: 14

> Cc1cc(N2CCN(C)CC2)n2cc(-c3ccc(F)cc3)nc2n1
- NPY-Y1 antag: -2
- TRPML3 agonist: 0.1
- S1P4 ag: -1.6
- NPY-Y1 PAM-ag: -18
- TRPN1 ag: 1.6
- CHOP inhibitor: -11
- EP2 mod: -22
- NPY2 pot ag: 1
- S1P4 antagonist: -2

> CCOC(=O)c1sc(C)c2c1NC(c1ccc(N(C)C)cc1)NC2=O (stereo not drawn)
- NPY-Y1 antag: 0
- TRPML3 agonist: -0.7
- S1P4 ag: -0.8
- NPY-Y1 PAM-ag: 13
- TRPN1 ag: -1.5
- CHOP inhibitor: 67
- EP2 mod: 32
- NPY2 pot ag: 5
- S1P4 antagonist: -4

> CN(C)S(=O)(=O)NCCNc1ccc(C(F)(F)F)cc1[N+](=O)[O-]
- NPY-Y1 antag: 5
- TRPML3 agonist: 1.0
- S1P4 ag: 4.4
- NPY-Y1 PAM-ag: 7
- TRPN1 ag: 3.2
- CHOP inhibitor: 11
- EP2 mod: -55
- NPY2 pot ag: 8
- S1P4 antagonist: -10

# Next part
SMILES,NPY-Y1 antag,TRPML3 agonist,S1P4 ag,NPY-Y1 PAM-ag,TRPN1 ag,CHOP inhibitor,EP2 mod,NPY2 pot ag,S1P4 antagonist
O=C(N/N=C\C=C\c1ccco1)c1cncc(Br)c1,.,0.5,-0.6,22,2.1,4,-28,-3,0
O=C(NC1CCCCC1)c1ccc(CNc2nc(=S)[nH]c3ccccc23)cc1,-3,-0.8,0.2,0,0.7,11,-81,3,4
COc1ccc(C(=O)C[n+]2cn(C(F)F)c3ccccc32)c(F)c1,1,1.2,1.3,0,0.4,9,-19,-4,-8
O=C(/C=C/c1ccco1)NC(=S)Nc1cccc(-c2nc3ccccc3o2)c1,6,0.0,0.1,-8,-3.1,-44,-15,-22,14
O=C(Cn1ncc2c1-c1ccccc1OC2)N1CCN(Cc2ccc3c(c2)OCO3)CC1,7,1.2,-2.2,-25,3.1,77*,-1,-3,-13
CCC(C)(C)c1ccc(OCCCC[n+]2ccc(C)cc2)c(C(C)(C)CC)c1,14,0.1,-0.5,-62,-1.2,76*,-20,-28,-6
CCCCNC(=O)CC1N=C2c3ccccc3N=C(SCC(=O)Nc3cccc(OC)c3)N2C1=O (stereo not drawn),3,-0.5,-0.3,-2,0.7,7,0,-14,-5
CCOC(=O)c1oc2cc(O)c(CC)cc2c(=O)c1-c1ccc2c(c1)OCCO2,-3,-0.5,-0.5,30,-1.6,58,12,8,-10
COC(=O)c1ccc(N2CCN(C(=O)c3ccccc3)CC2)c(NC(C)=O)c1,-5,0.1,0.6,7,0.5,-3,13,13,-24
COC(=O)CSc1nnc(-c2sc3ccccc3c2Cl)o1,10,-0.7,0.4,-47,1.4,70*,30,-7,-6
Cc1ccc(S(=O)(=O)NNC(=O)C2CCN(Cc3ccccc3)CC2)cc1,1,1.1,1.4,0,0.7,0,11,2,-1
Cn1c(N)c(C(=O)/C=C/c2ccccc2)c(=O)[nH]c1=O,.,0.7,-0.2,14,1.8,15,-2,-10,-7
COc1ccc(N2C(=O)c3ccccc3NC2c2ccc(OC)c(CN3CCOCC3)c2)cc1 (stereo not drawn),.,0.2,0.4,-3,0.6,-15,19,8,6
CCOC(=O)c1nc(Nc2ccccc2C)c2ccccc2n1,-2,1.0,0.6,14,-1.0,4,-19,14,1
Cc1ccc(C)c(N2CCN(C(=S)Nc3ccc4nc(N5CCN(C)CC5)cc(C)c4c3)CC2)c1,9,-1.6,-0.2,11,-0.5,77*,-62,3,-9
CCNc1c([N+](=O)[O-])ncn1C,-4,0.4,2.3,-2,-1.1,32,7,-5,-17
CCN1C(=O)C(O)(C2COC(C)(C)CC2=O)c2ccccc21 (stereo not drawn),2,0.8,-0.6,7,0.6,32,2,-9,-7
O=C(NC1CCCCCC1)c1cc(S(=O)(=O)N2CCCCC2)ccc1N1CCOCC1,21*,-0.2,2.0,-1,-1.1,-3,-44,-2,0
CCc1cccc(NC(=O)c2ccc(CNc3c(N4CCCC4)c(=O)c3=O)cc2)c1,.,0.4,1.8,5,0.3,-8,0,-27,-5

# Looked up by structure from the entries so far (2):
SMILES,NPY-Y1 antag,TRPML3 agonist,S1P4 ag,NPY-Y1 PAM-ag,TRPN1 ag,CHOP inhibitor,EP2 mod,NPY2 pot ag,S1P4 antagonist
CCCCNC(=O)C1CCN(C/C(C)=C/c2ccccc2)CC1,11,0.8,0.7,9,-1.5,12,-8,-2,-6
O=C(/C=C/c1ccco1)NC(=S)Nc1cccc(-c2nc3ccccc3o2)c1,6,0.0,0.1,-8,-3.1,-44,-15,-22,14

# Screens (PubChem)
